# High-throughput results from PubChem.
# Vif-APOBEC3G blk – qHTS for Inhibitors of Vif-A3G Interactions: qHTS; DNA dC->dU-editing enzyme APOBEC-3G (Homo sapiens), Q9HC16; HeLa A3G-eYFP + Vif (tagged APOBEC3G with the HIV-1 protein that degrades it), YFP fluorescence, overnight; Potency, µM (top dose mostly 46.1 µM), for inactives: top-dose activity, negative = active, most hits filed as inhibitors; hit rate 0.076% among 410,000;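 note: potency is the fitted concentration of half-maximal effect; % is set by controls: 0 for no effect and ±100 for the full control effect; nearly all actives have a fitted effect of over 60% in size; hits raise eYFP signal because A3G escapes Vif-driven loss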
#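 HeLa cells stably expressing Vif and C-terminally eYFP-tagged A3G, seeded overnight at 37 deg C, then exposed to compound by pintool overnight at 37 deg C. Rise in yellow fluorescence (Ex 488/Em 500-530, Acumen) marks blocked Vif-driven A3G degradation.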
# RXFP1 ag – qHTS Assay for Agonists of the Relaxin Receptor RXFP1 | HEK293T-RXFP1 cAMP TR-FRET, 30 min; response scale: percent of porcine relaxin response, buffer zero | hit rate 0.3% among 370,000 | Relaxin receptor 1 (Homo sapiens), Q9HBX9 | Potency, µM (titrated, usually from 57.5 µM), inactives show at the highest dose activation, hits mostly activators; note: potency is the fitted concentration of half-maximal effect; % is set by controls: 0 for no effect and ±100 for the full control effect; nearly all actives have a fitted effect of over 60% in size; many of its hits are not listed in these tables
#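 cAMP rise read by TR-FRET after 30 min, 37C compound exposure (up to 58 uM) in RXFP1-transfected HEK293 cells with Ro 20174 present. EC50 from Hill-equation fits, with 29 nM porcine relaxin as 100% and buffer as basal.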
# RXFP1 antag – qHTS Assay for Antagonists of the Relaxin Receptor RXFP1 | HEK293-RXFP1, relaxin-stimulated cAMP HTRF, 30 min; stronger effect = lower value | activity change, negative = inhibition, % at 57.5 µM | hit rate 0.59% among 350,000;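 active = activity change of -60% or lower, but not beyond a set lower limit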; note: % is set by controls: 0 for no effect and ±100 for the full control effect
# D2 PAM – HTS Assay for Positive Allosteric Modulators of the Human D2 Dopamine Receptor: Primary Screen for Potentiators | D(2) dopamine receptor (Homo sapiens), P14416 | HEK293 T-REx D2, calcium flux, EC20 dopamine potentiation | potentiation, % at 10 µM | hit rate 0.34% among 340,000;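 active = potentiation over 3 SD above the plate norm, cut at about 30% in these data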; note: 0% is about no effect
# Target sequence (P14416 whole entry, looked up): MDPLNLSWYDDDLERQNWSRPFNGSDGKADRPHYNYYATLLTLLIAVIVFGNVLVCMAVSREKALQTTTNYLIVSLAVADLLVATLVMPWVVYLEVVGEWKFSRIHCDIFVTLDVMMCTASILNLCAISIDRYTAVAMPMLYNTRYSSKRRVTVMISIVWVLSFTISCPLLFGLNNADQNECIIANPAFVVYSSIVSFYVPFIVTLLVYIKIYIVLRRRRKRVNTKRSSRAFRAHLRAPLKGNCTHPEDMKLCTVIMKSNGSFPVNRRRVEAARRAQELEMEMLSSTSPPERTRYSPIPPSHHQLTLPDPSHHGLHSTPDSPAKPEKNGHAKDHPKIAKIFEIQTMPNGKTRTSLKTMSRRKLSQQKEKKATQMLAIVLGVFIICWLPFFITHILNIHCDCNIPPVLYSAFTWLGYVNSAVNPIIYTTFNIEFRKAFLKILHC
#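 Calcium flux readout, no-wash dye, 1 read/s. Inducible HEK293 Trex D2 line, overnight 30 C. Compound alone 180 s (agonist flags), then EC20 dopamine, another 180 s to score potentiation.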
# GRP78 ERSR act – qHTS for Inducers of the Endoplasmic Reticulum Stress Response (ERSR) in Human Glioma: qHTS; U87-MG GRP78 promoter luciferase reporter, 16 h; Potency, µM, for the others: at the top dose activation, most hits filed as activators; hit rate 0.02% among 420,000; note: potency is the fitted concentration of half-maximal effect; series mostly up to about 76 µM; % of control where 0% means no effect; nearly all actives have a fitted effect of over 35% in size
#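 Stably transfected U87-MG human glioma cells carrying a GRP78-based luminescent sensor were seeded at 1000 cells/well, pin-dosed with compounds and incubated 16 h. Luciferase reagent was then added, and end-point luminescence was read after 10 min at room temperature.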
# D1 antagonist – Antagonist of Human D 1 Dopamine Receptor: qHTS; HEK293 TREx D1 cells, calcium flux, dopamine EC80; stronger effect = lower value; activity change, negative = inhibition, % at 10 µM; hit rate 3.2% among 360,000; in the data active = activity change below about -30%; note: % is set by controls: 0 for no effect and ±100 for the full control effect
# Target sequence (P21728 whole entry, looked up): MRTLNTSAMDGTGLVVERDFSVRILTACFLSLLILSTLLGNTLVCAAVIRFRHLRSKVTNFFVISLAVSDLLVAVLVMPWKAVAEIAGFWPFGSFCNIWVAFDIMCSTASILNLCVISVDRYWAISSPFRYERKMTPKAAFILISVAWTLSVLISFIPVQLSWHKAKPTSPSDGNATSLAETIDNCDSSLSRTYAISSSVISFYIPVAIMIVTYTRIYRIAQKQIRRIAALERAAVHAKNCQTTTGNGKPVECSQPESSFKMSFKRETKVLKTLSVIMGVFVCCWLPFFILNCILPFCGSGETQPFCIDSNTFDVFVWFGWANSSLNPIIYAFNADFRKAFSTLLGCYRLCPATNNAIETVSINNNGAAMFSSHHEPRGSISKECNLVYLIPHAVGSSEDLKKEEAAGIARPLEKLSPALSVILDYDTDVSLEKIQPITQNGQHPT
#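 HEK293 T-REx cells expressing inducible, force-coupled D1 receptor; no-wash Ca dye, 30–90 min RT. Cmpd → 180 s read at 1 Hz → EC80 DA → 180 s read.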
# Vif-APOBEC3F blk – qHTS for Inhibitors of Vif-A3F Interactions: qHTS | HeLa A3F-eYFP + Vif (tagged APOBEC3F with the HIV-1 protein that degrades it), YFP fluorescence increase | Potency, µM (top dose mostly 46.1 µM), inactives show at the top dose activity, negative = active | hit rate 0.2% among 390,000 | AID 602313, 2012; note: potency is the fitted concentration of half-maximal effect; % of control where 0% means no effect; nearly all actives have a fitted effect of over 65% in size
#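 Fluorescence increase (Ex 488/Em 500-530) after overnight compound treatment at 37 deg C flags inhibition of Vif-driven A3F-eYFP loss in stable HeLa A3F-eYFP/Vif cells seeded overnight beforehand.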
# D1 ag – Allosteric Agonists of the Human D1 Dopamine Receptor: qHTS; HEK293 T-REx D1 cells, calcium flux, agonist mode; activation, % at 2 µM; hit rate 1% among 360,000; AID 504660, 2011; in the data active = activation above about 30%; note: 0% is about no effect
#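 Inducible HEK293 T-REx D1 cells, force-coupled to calcium signalling, were plated at 4000 cells/well with tetracycline and held overnight at 30 C. After no-wash calcium dye loading, compound-evoked calcium rise over 180 s flagged agonists.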
# D1 PAM – Potentiators of Human D1 Dopamine Receptor: qHTS. D(1A) dopamine receptor (Homo sapiens), P21728. HEK293 TREx D1 cells, calcium flux, dopamine EC20 potentiation. potentiation, % at 10 µM. hit rate 0.036% among 360,000. AID 504651, 2011; in the data active = potentiation above about 30%; note: 0% is about no effect
# * marks the source's active call; other numbers are inactive results; / = not tested or not shown; & = joins results of further samples. Unless noted, calls come from the whole dose curve; as a rule, active = well fitted curve in the direction sought with a large enough effect; inconclusive = small, poorly fitted or top-dose-only effect, or another doubt; inactive = no such curve, though single readings can be large; an effect the other way counts as inactive or inconclusive. Only part of the results is shown, so the mix of outcomes need not match the whole.
mol	D1 PAM	RXFP1 antag	D1 antagonist	GRP78 ERSR act	D2 PAM	Vif-APOBEC3G blk	D1 ag	RXFP1 ag	Vif-APOBEC3F blk
CN(C)CCCN=Cc1c(O)n(Cc2ccc3c(c2)OCO3)c(=O)c2ccccc12	-2.0	/	-1.5	/	-11.9	/	6.2	-0.3%	/
CN1CCN(C2=Cc3ccccc3Sc3cc(F)c(F)cc32)CC1	-4.0	-18.9	-83.5*	-15.7%	0.4	1.2%	56.3*	-0.1%	-1.0%
Cc1ccc(C)c(N/C=C(\C#N)c2nc3ccccc3o2)c1	/	6.2	/	-2.6%	/	2.4%	/	/	-1.5%
c1ccc(CSc2nncn2-c2ccccn2)cc1	-4.0	6.6	13.8	1.9%	7.2	-3.7%	3.7	-0.6%	-0.8%
O=C(O)c1ccc(NS(=O)(=O)c2cccc(C(=O)Nc3ccc([N+](=O)[O-])cc3)c2)cc1	-4.2	7.2	-15.0	3.0%	-7.8	1.9%	1.8	1.4%	1.7%
COc1ccc(Nc2nnc(SCC(=O)/C=C3/N(C)c4ccccc4C3(C)C)s2)cc1	-1.4	-12.3	-7.3	1.9%	9.4	0.2%	1.0	-0.6%	1.1%
NC(=O)CSc1nnc(-c2ccccc2F)n1C1CC1	/	-2.7	-5.0	-0.5%	5.8	-3.9%	7.9	1.1%	1.3%
Cc1cnc(C(=O)OCC(=O)Nc2ccccc2-c2ccccc2)cn1	1.4	-0.4	-7.2	0.1%	7.1	3.5%	0.9	-3.2%	-2.7%
Cc1cc(C)cc(-n2ncc3c2CCCC3NC(=O)c2ccccc2)c1 (configuration not stated)	/	-4.9	/	-0.9%	/	-0.1%	/	/	0.2%
CN(C)CCN(C(=O)/C=C/c1cccs1)c1nc2ccc(F)cc2s1	-9.6	-14.4	-23.6	-6.7%	-33.7	-2.3%	5.6	-0.2%	-22.6%
CCOC(=O)C1=C(COC(=O)/C=C/c2ccc([N+](=O)[O-])cc2)NC(=O)NC1C (configuration not stated)	0.5	1.3	-8.2	-4.7%	11.5	0.7%	5.3	-1.1%	-2.2%
COc1ccc(C(=O)CN2C(=O)NC(C)(c3ccc(C)cc3)C2=O)cc1OC (configuration not stated)	-1.6	-19.0	0.6	-0.6%	20.4	1.2%	26.6	-0.7%	0.8%
C/C(=N/NC(=O)c1ccncc1)c1ccc2c(c1)OCO2	-3.9	-4.5	-14.5	11.0%	-1.1	-0.6%	-0.2	0.8%	2.5%
CC1CC1c1ccc(/C=C(\C#N)C(=O)Nc2cc(Cl)ccc2Cl)o1 (configuration not stated)	-9.3	-5.7	-8.7	-3.4%	-9.3	-9.6%	23.7	-5.3%	-12.2%
CCCCSc1nc2c(c(=O)[nH]1)CCC2	-7.6	-13.3	4.4	-1.0%	-10.1	1.0%	4.2	-1.0%	-0.3%
Cc1ccc[n+](CC(=O)c2ccc(NC(=O)c3ccccc3)cc2)c1C	/	-26.7	/	-5.8%	/	0.7%	/	/	5.2%
COc1cc(CNCc2ccncc2)cc(Br)c1OCc1ccccc1F	-5.2	6.6	-30.9*	-0.1%	3.3	0.6%	10.2	-1.4%	-12.8%
Nc1cccc(C#Cc2ccc3c(=O)c4ccccc4oc3c2)c1	-2.4	/	/	1.3%	6.6	2.6%	0.4	2.5%	-1.0%
Cc1[nH]c(=O)[nH]c(=O)c1S(=O)(=O)N1CCCC1	0.4	-0.1	4.8	-1.8%	-7.2	0.0%	1.7	-0.3%	-8.5%
COc1ccc(/C=C(\NC(=O)c2ccc(OC)cc2)C(=O)Nc2ccccc2C(=O)O)cc1	11.4	0.6	-8.4	-1.7%	-0.4	4.0%	1.0	1.5%	-3.6%
O=C(CCC(=O)N1CCSc2ccccc21)NCc1cccc(Br)c1	-0.3	-15.1	1.6	-3.1%	5.9	0.1%	12.2	0.9%	-1.1%
Cc1ccc(NC(=O)C2CCCN(S(=O)(=O)c3ccc4[nH]c(=O)ccc4c3)C2)c(C)c1 (configuration not stated)	-11.1	/	-0.7	-6.6%	-0.6	0.5%	3.5	16.6%	-2.4%
CCC(=O)N1CCc2cc(S(=O)(=O)NC(Cc3ccccc3)C(=O)O)ccc21 (configuration not stated)	-2.0&-5.4	7.9&6.1	-15.6&-3.7	1.1%&1.0%	-5.5&-4.5	-0.7%&-0.9%	4.1&-0.5	-0.1%&0.3%	1.0%&-0.6%
COCCNc1cnn(-c2ccccc2)c(=O)c1Cl	0.0	-2.6	8.8	1.3%	2.9	-9.1%	1.6	-1.7%	4.7%
Cc1ccc(NC2=NC(=S)N(CC#N)C23CCCCC3)cc1	-5.4	2.3	-2.5	-4.9%	1.2	-0.9%	2.2	0.9%	-7.4%
O=C(NCc1nnc(SCC(=O)N2CCOCC2)o1)c1c(F)cccc1F	-2.2	1.1	7.8	-4.2%	-2.9	-0.6%	2.0	1.0%	0.2%
O=C(NCc1ccccn1)c1ccccc1OCc1ccc(F)cc1	0.2	10.6	-12.6	-3.5%	7.9	0.9%	1.7	1.3%	-0.2%
CSc1nnc2c(n1)[nH]c1c(C)cccc12	-6.0	2.8	-6.8	10.9%	7.7	-4.8%	3.2	4.8%	-9.2%
COc1ccc(NC(=O)CSc2nnnn2C)c([N+](=O)[O-])c1	-3.0	2.3	2.1	0.5%	-4.8	-2.1%	-1.3	4.8%	0.3%
CCOC(=O)c1ccc(NC(=O)C2CCN(S(=O)(=O)c3c(C)nn(C)c3C)CC2)cc1	-6.9	1.3	28.9	-1.3%	5.2	-3.0%	1.4	-0.4%	2.1%

# Molecules from the list above that contain a Cl atom (two):
mol	D1 PAM	RXFP1 antag	D1 antagonist	GRP78 ERSR act	D2 PAM	Vif-APOBEC3G blk	D1 ag	RXFP1 ag	Vif-APOBEC3F blk
CC1CC1c1ccc(/C=C(\C#N)C(=O)Nc2cc(Cl)ccc2Cl)o1 (configuration not stated)	-9.3	-5.7	-8.7	-3.4%	-9.3	-9.6%	23.7	-5.3%	-12.2%
COCCNc1cnn(-c2ccccc2)c(=O)c1Cl	0.0	-2.6	8.8	1.3%	2.9	-9.1%	1.6	-1.7%	4.7%

# (continued)
mol	D1 PAM	RXFP1 antag	D1 antagonist	GRP78 ERSR act	D2 PAM	Vif-APOBEC3G blk	D1 ag	RXFP1 ag	Vif-APOBEC3F blk
NS(=O)(=O)c1ccc(-c2ccc(/C=C3\C(=O)Nc4cc(Cl)ccc43)o2)cc1	-1.4	-5.7	-4.2	-2.5%	-5.0	3.6%	-0.5	2.1%	-6.3%
Cn1ccnc1SCC(=O)c1ccc(Br)cc1	-1.3	-20.0	-6.5	6.2%	-10.8	-4.2%	2.8	0.0%	-6.0%
CCOC(=O)c1c(C)[nH]c(C)c1S(=O)(=O)NCC(=O)N1CCN(c2cccc(C)c2)C(C)C1 (configuration not stated)	-1.2	-3.5	6.6	-3.4%	6.2	-1.8%	5.3	-0.8%	1.8%
O=C(NCCc1c[nH]c2ccccc12)c1cccc(Br)c1	-8.8	-2.2	-15.6	6.5%	-12.4	-10.3%	1.9	4.6%	0.8%
CCN(CC)CCc1c(C)[nH]c(C(=O)OCc2ccccc2)c1C	-19.9	-8.9	-18.5	2.3%	-18.9	3.5%	5.0	0.2%	-13.0%
COc1ccc(C(=O)NC(=S)Nc2ccc(CN3CCOCC3)cc2)cc1Cl	-6.9	6.1	-9.1	-5.7%	-12.9	0.8%	13.3	-1.1%	2.6%
CS(=O)(=O)N1CC(C(=O)O)Oc2ccc(CC(=O)O)cc21 (configuration not stated)	4.5	-8.2	0.2	-3.0%	29.1	-0.4%	7.4	1.1%	2.2%
CCOc1ccc(CNCc2ccc(C(=O)O)cc2)cc1OC	-4.7	-1.3	/	-3.2%	12.3	-3.8%	-0.9	0.7%	3.8%
CCOC(=O)N1CCN(c2c(N3CC=C(c4ccccc4)CC3)c(=O)c2=O)CC1	/	/	0.4	-4.4%	3.7	-0.3%	3.5	1.3%	1.7%
O=[N+]([O-])c1cc(CN2CCC(O)CC2)ccc1Cl	1.4	-18.3	1.1	-5.2%	-6.6	-4.0%	5.3	0.0%	-11.0%
Cc1nc(N)sc1-c1csc(N(C)c2ccc(O)cc2)n1	-1.9	9.7	-9.1	16.6%	-1.3	-10.8%	2.6	1.1%	-4.9%
CC(C)(C)C(=O)NC1CC2CCCC(C1)N2C(=O)Nc1cccc(Cl)c1 (configuration not stated)	3.9	-2.1	3.4	-3.9%	17.5	0.4%	6.2	-0.3%	2.9%
Cc1cc(C(=O)COC(=O)c2ccc[nH]c2=O)c(C)n1-c1ccccc1	-0.8	-7.8	-6.2	-11.2%	-0.6	-0.1%	-1.7	2.7%	-2.3%
CCOc1ccc(C(=O)OCC(=O)NC2CCCC2)cc1OCC	0.3	-4.7	-16.2	-0.9%	-4.2	0.0%	2.2	-0.2%	-6.6%
CN(c1ccccc1)S(=O)(=O)c1nnc(NC(=O)c2cccs2)s1	0.9	-5.6	-22.4	/	0.3	/	-1.5	-2.1%	/
Cc1nc2scc(C)n2c(=O)c1S(=O)(=O)NC(C)c1ccccc1 (configuration not stated)	-6.2	3.5	-22.3	0.3%	5.8	-1.1%	4.1	0.9%	-3.1%
CCCN1C(=O)c2ccccc2NC1c1ccc(O)c(OCC)c1 (configuration not stated)	-0.2	17.2	-9.2	4.5%	4.3	-3.2%	0.5	4.3%	5.0%
COc1ccc2cc(/C=N/NC(=O)c3c(Cl)cnn3C)c(Cl)nc2c1	-0.4	/	-12.7	-3.9%	/	-0.5%	0.9	2.7%	0.4%
O=C(Nc1ccccc1C(F)(F)F)N1CCCCCC1	2.0	-9.4	1.4	-0.8%	1.4	-0.9%	2.3	0.4%	1.4%
